# NPC1 prom act – NPC1 promoter activation; Huh7 NPC1 promoter luciferase reporter, 24 h; Potency, µM (doses to about 9.22 µM), for inactives: top-dose activation, most hits filed as activators; 320,000 compounds, 2.4% hits; AID 485313;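 also: % of control where 0% means no effect; nearly all actives have a fitted effect of over 60% in size; reporter is driven by a mutant NPC1 promoter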
#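 Luciferase expression driven by the NPC1 promoter was measured in stably transfected Huh7 cells after a 24 h compound incubation, using a luciferase reagent and a luminescence read.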
# CXXC DNA block – MLL CXXC-DNA interaction inhibition | MLL-CXXC / FITC-HOXA9 DNA fluorescence polarization | Potency, µM (titrated, usually from 115 µM), inactives show at the highest dose activity change, negative = inhibition, hits mostly inhibitors | AID 2662 | 290,000 compounds, 0.037% hits | Q03164; active = well fitted inhibition curve with a large enough effect in the polarisation, with a control signal flat, not every such curve was filed as active; inconclusive = small, poorly fitted or top-dose-only effect, or effect the other way, or a change in a side signal; inactive = no such curve, though single readings can be large or run the other way; the % refers to the polarisation
#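 Fluorescence polarization: 7 uM MLL-CXXC (stock) preincubated 5 min with compounds, then 50 nM fluorescein-HOX-A9 DNA (stock) added; 30 min ambient. Buffer 50 mM Tris-HCl pH 7.5, 50 mM NaCl, 1 mM DTT, 0.05% BSA.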
# ELG1 genotox – genotoxicity induction in ELG1-luciferase HEK293T cells. AID 504466. Potency, µM (top dose mostly 46 µM), without a hit: top-dose activity change, positive = activation, usual class: activators. 330,000 compounds, 1.3% hits. HEK293T ELG1-luciferase reporter, luminescence, 16 h; also: % of control where 0% means no effect; nearly all actives have a fitted effect of over 60% in size
#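 Cells (2,000/well) expressing the ELG1-luciferase fusion are dosed by pin tool and kept 16 hr at 37 °C, 5% CO2. Signal comes from ONE-Glo luciferase reagent after 30 min at room temperature.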
# RORg inh – ROR gamma (mouse) transcription inhibition; P51450; 310,000 compounds, 5.4% hits; Potency, µM (highest dose often 53.6 µM), for inactives: top-dose activity change, negative = inhibition, actives largely listed as inhibitors; Drosophila S2 Gal4-RORgamma UAS-luciferase reporter, 20 h; also: % is scaled to controls: 0 for no effect and ±100 for the full control effect; nearly all actives have a fitted effect of over 60% in size
#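 ROR gamma transcriptional activity was tracked as Gal4-UAS luciferase output in stably transfected Drosophila Schneider cells, with compound added 1 hr before 700 uM copper sulfate induction and a 20 hr ambient-temperature incubation.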
# VP16 counter – counter-screen for ROR gamma inhibitors: Gal4-VP16 reporter | Drosophila S2 Gal4-VP16 UAS-luciferase, luminescence, 20 h | Potency, µM (top dose mostly 53.6 µM), inactives show at the top dose activity, negative = inhibition, most hits filed as inhibitors | 310,000 compounds, 3.5% hits;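 also: Gal4-VP16 expression switched on by copper sulfate through the metallothionein promoter; % is scaled to controls: 0 for no effect and ±100 for the full control effect; nearly all actives have a fitted effect of over 50% in size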
# MBNL1 CUG block – inhibitors of human MBNL1 binding to CUG repeat RNA. TR-FRET MBNL1-His/biotin-(CUG)12 binding, 665/545 ratio. Potency, µM (series often up to 57.5 µM), inactives show top-dose activity change, negative = inhibition, actives largely listed as inhibitors. 280,000 compounds, 0.036% hits. AID 2675; active = well fitted inhibition curve with a large enough effect in the signal ratio, with a control signal flat, not every such curve was filed as active; inconclusive = small, poorly fitted or top-dose-only effect, or effect the other way, or a change in a side signal; inactive = no such curve, though single readings can be large or run the other way; the % refers to the signal ratio; also: % is scaled to controls: 0 for no effect and ±100 for the full control effect
# Target sequence (Q9NR56 whole entry, looked up): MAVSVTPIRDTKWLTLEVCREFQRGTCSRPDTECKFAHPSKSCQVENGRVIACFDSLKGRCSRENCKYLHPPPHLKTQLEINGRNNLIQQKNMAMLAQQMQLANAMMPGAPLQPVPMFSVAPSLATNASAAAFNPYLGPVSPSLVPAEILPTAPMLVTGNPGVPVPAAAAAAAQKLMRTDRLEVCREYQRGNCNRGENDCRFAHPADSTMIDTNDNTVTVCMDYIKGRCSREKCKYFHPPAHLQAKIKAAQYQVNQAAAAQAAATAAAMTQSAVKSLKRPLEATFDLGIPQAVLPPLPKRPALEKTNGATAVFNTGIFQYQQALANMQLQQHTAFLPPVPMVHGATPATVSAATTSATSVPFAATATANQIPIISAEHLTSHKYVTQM
#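 Ratiometric TR-FRET (665 over 545 nm, excitation 340 nm) tracks disruption of MBNL1-His/biotin-(CUG)12 complex after 60 min at room temperature, with compounds at 92 nM to 58 uM final.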
# uPA surface inh – cell surface uPA generation inhibition. cell surface uPA generation assay, qHTS. Potency, µM (doses to about 38.3 µM), inactives show at the highest dose activity change, negative = inhibition, hits mostly inhibitors. 330,000 compounds, 0.31% hits; active = well fitted inhibition curve with a large enough effect; inconclusive = small, poorly fitted or top-dose-only effect; inactive = no such curve, though single readings can be large or run the other way; tested in mouse RAW 264.7 cells; also: % is scaled to controls: 0 for no effect and ±100 for the full control effect; nearly all actives have a fitted effect of over 55% in size
# BRCA1 expr act – increases BRCA1 expression; Potency, µM (doses to about 46.1 µM), without a hit: at the highest dose activation, hits mostly activators; AID 624202; MCF7-BRCA1-FFLuc reporter, luminescence, 48 h; response scale: scaled: vehicle 0%, 10 µM genistein 100%; 380,000 compounds, 1.1% hits; also: nearly all actives have a fitted effect of over 80% in size; some results filed as inactive show a strong effect at the top dose
#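 Cells: MCF7-BRCA1-FFLuc, 2000/well. Exposure: 48 h, 37 °C, 5% CO2. Read: luminescence, 15 min post-substrate. Controls: genistein 10 microM (maximal activation), DMSO (neutral).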
# Rab9 promoter act – activators of Rab9 promoter; Huh7 Rab9 promoter-luciferase reporter, luminescence, 24 h; 320,000 compounds, 2.8% hits; Potency, µM (series often up to 9.22 µM), without a hit: at the top dose activation, negative = inhibition, most hits filed as activators; also: % of control where 0% means no effect; nearly all actives have a fitted effect of over 60% in size
#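 Promoter activation is measured as luciferase luminescence in Huh7 cells stably transfected with a Rab9 promoter–luciferase construct, following 24 h compound exposure at 37 °C and 10 min reagent incubation at ambient temperature.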
# FLuc counter – counter-screen for miR-21 project: firefly luciferase inhibitors or activators; P08659; purified FLuc, Km substrates, luminescence inhibition; Potency, µM (doses to about 57.5 µM), without a hit: at the top dose activity change, negative = inhibition, hits mostly inhibitors; 360,000 compounds, 6.9% hits; AID 588342;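 also: plate controls were vehicle for no effect and reference inhibitor for full effect; nearly all actives have a fitted effect of over 55% in size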
# Target sequence (P08659 whole entry, looked up): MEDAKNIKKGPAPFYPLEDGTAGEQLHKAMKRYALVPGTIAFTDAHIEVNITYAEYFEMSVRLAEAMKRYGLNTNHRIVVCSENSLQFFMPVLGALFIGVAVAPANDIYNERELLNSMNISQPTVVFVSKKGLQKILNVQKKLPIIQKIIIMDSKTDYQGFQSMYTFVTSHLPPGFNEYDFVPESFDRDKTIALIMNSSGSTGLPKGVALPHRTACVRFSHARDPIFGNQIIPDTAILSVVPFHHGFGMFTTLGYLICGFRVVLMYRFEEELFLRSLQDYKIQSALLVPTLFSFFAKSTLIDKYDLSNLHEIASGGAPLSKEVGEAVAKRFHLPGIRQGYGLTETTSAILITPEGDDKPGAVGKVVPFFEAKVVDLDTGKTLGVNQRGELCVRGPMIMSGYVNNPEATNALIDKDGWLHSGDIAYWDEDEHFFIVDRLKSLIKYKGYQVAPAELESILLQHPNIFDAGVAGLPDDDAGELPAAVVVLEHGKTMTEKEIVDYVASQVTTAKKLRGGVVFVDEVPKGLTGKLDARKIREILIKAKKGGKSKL
#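 Purified P. pyralis luciferase (10nM final) with 10uM D-luciferin and 10uM ATP (Km levels) in 50mM Tris acetate pH 7.5, 10mM Mg acetate, 0.01% Tween-20, 0.05% BSA; qHTS 6-point titration, ~60 µM downward; luminescence read.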
# p53 reactivator – re-activators of mutant p53 | H1299 p53-A138V BP100-luciferase reporter, luminescence, 24 h | Potency, µM (top dose mostly 92.2 µM), without a hit: top-dose activity change, positive = activation, most hits filed as activators | 320,000 compounds, 0.063% hits | AID 504706; also: % of control where 0% means no effect; nearly all actives have a fitted effect of over 45% in size
#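 p53-null H1299 cells stably carrying temperature-sensitive p53-A138V and a BP100-luciferase reporter were pinned with compounds (4-point, 1:5 series) and held 24 hrs at 37 deg C. Luminescence was read 10 min after detection reagent.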
# The depositor's hits bear a star; ? = inconclusive; · = not tested or not shown; [ ] = dose if it differs, or a comment. Unless noted, calls follow the shape of the dose curve; as a rule, active = well fitted curve in the direction sought with a large enough effect; inconclusive = small, poorly fitted or top-dose-only effect, or another doubt; inactive = no such curve, though single readings can be large; an effect the other way counts as inactive or inconclusive. Potency is read from the fitted curve at half-maximal effect. The list is partial; rates above refer to the full screens.
compound	NPC1 prom act	CXXC DNA block	ELG1 genotox	RORg inh	VP16 counter	MBNL1 CUG block	uPA surface inh	BRCA1 expr act	Rab9 promoter act	FLuc counter	p53 reactivator
O=C(CCC(=O)N1CCSc2ccccc21)NCc1cccc(Br)c1	-3%	·	-9%	19%	-8%	-1%	6%	5%	17%	-2%	0%
Cn1ncc(C#N)c1NC(=O)C1CC(c2ccc(Cl)cc2)=NO1 (configuration not stated)	-2%	2%	-1%	8%	-4%	-9%	3%	-4%	0%	3%	2%
CCCOc1ccc(N2C(=O)CC(NCc3ccc(S(N)(=O)=O)cc3)C2=O)cc1 (configuration not stated)	-8%	7%	0%	?	2%	3%	1%	-2%	-4%	-2%	0%
Cc1ccc(-c2csc(N/N=C/C=C/c3ccccc3)n2)cc1	-3%	7%	0%	2.8µM*	?	-3%	·	29%	0%	-13%	19%
COc1ccccc1N1CCN(/N=C/c2cc([N+](=O)[O-])ccc2Cl)CC1	-11%	2%	-13%	74%	-8%	·	14%	-20%	-3%	-1%	3%
Cc1cc(Cl)cc(Br)c1OCCCNCC(C)O (configuration not stated)	0%	-4%	0%	-2%	-6%	-5%	4%	-42%	-7%	-1%	-9%
CCOC(=O)Cc1nnc(NC(=O)C(CC)Sc2nc(C)cc(C)n2)s1 (configuration not stated)	-1%	-3%	5%	21%	1%	-4%	6%	0%	0%	0%	-6%
O=C(COC(=O)c1ccc(Cl)nc1)NC(=O)c1ccc(OC(F)F)cc1	-1%	·	1%	·	·	·	1%	0%	2%	4%	2%
COc1ccc(-n2nc(C(=O)NCC(=O)N3CCN(Cc4ccc5c(c4)OCO5)CC3)c3ccccc3c2=O)cc1OC	-7%	12%	-16%	4%	-2%	0%	5%	-28%	-2%	-3%	2%
O=C(COC(=O)C1=COCCO1)Nc1cc(S(=O)(=O)N2CCCCC2)ccc1Cl	-4%	24%	1%	16%	-4%	-8%	-1%	-2%	2%	-10%	-4%
Cc1cc(N2C(=O)C3CC=CCC3C2=O)no1 (configuration not stated)	-1%	3%	0%	-1%	-1%	?	-1%	4%	-6%	0%	-9%
CC(C)NC(=O)C1CC=CCC1C(=O)O (configuration not stated)	-2%	-1%	0%	-5%	2%	-5%	-4%	-11%	-7%	-1%	7%

# (listing goes on)
compound	NPC1 prom act	CXXC DNA block	ELG1 genotox	RORg inh	VP16 counter	MBNL1 CUG block	uPA surface inh	BRCA1 expr act	Rab9 promoter act	FLuc counter	p53 reactivator
Cc1cccc(N2CCN(C(=O)c3ccc(NS(=O)(=O)c4ccc5[nH]c(=O)[nH]c5c4)cc3)CC2)c1C	-2%	10%	0%	22%	-6%	10%	18%	-29%	1%	2%	-1%
Cc1ccc(S(=O)(=O)NCC(=O)N(CC(=O)NCC2CCCO2)Cc2ccco2)cc1 (configuration not stated)	1%	-7%	0%	-7%	-24%	1%	3%	-27%	0%	-17%	7%
CCN(CC)S(=O)(=O)c1ccc(N/N=C(\C)c2ccncc2)c([N+](=O)[O-])c1	-2%	-10%	0%	-31%	2%	?	-3%	-18%	-2%	1%	2%
NS(=O)(=O)c1cc2c(cc1Cl)NC(c1ccccc1OCC(=O)O)NS2(=O)=O (configuration not stated)	1%	1%	5%	-4%	-6%	1%	-6%	1%	-4%	-2%	-4%
CC1CCN=C(N)S1 (configuration not stated)	8%[46.1 µM]	18%	·	·	·	·	5%	4%	3%[46.1 µM]	·	·
C=CCc1cccc([C@@H]2[C@@H](C)CC[C@H]3C(=O)N4[C@@H](c5cc(OC)c(OC)c(OC)c5)c5[nH]c6ccccc6c5C[C@H]4C(=O)N23)c1	-13%	22%	0%	37%	-16%	-7%	·	·	-1%	2%	-3%
COc1ccc(CN(C(=O)c2ccc(-c3ccccc3)[nH]2)C(C(=O)NCC2CCCO2)c2ccc(C)o2)cc1 (configuration not stated)	-6%	-9%	-9%	25%	-1%	0%	4%	-82%	0%	-2%	-4%
CCOC(=O)n1c(=O)n(Cc2ccc(Cl)c(Cl)c2)c2ccccc21	3%	-2%	-5%	36%	?	-1%	0%	-41%	1%	-6%	5%
Cc1ccccc1CN1CCN(CC(=O)NCc2ccccc2)C1=O	-2%	-3%	-7%	7%	-11%	-8%	·	2%	-1%	-7%	-1%
O=C(c1cnc2n(c1=O)CCS2)N1CCc2ccccc21	-6%	-9%	-2%	-20%	0%	-12%	-6%	7%	10%	11%	3%
Cc1cc(Br)ccc1SCC(=O)NCC(c1ccco1)N1CCCCC1 (configuration not stated)	1%	·	18%	·	·	·	0%	-38%	-2%	3%	1%
C=CCN(CC=C)C(=O)C1CCN(Cc2ccc(OCc3ccccc3)cc2)CC1	20%	-1%	0%	14%[1.91 µM]	23%	-1%	-10%	45%	-2%	-15%	·

# Grouped by structure: those above containing an aryl methoxy group (four)
compound	NPC1 prom act	CXXC DNA block	ELG1 genotox	RORg inh	VP16 counter	MBNL1 CUG block	uPA surface inh	BRCA1 expr act	Rab9 promoter act	FLuc counter	p53 reactivator
COc1ccccc1N1CCN(/N=C/c2cc([N+](=O)[O-])ccc2Cl)CC1	-11%	2%	-13%	74%	-8%	·	14%	-20%	-3%	-1%	3%
COc1ccc(-n2nc(C(=O)NCC(=O)N3CCN(Cc4ccc5c(c4)OCO5)CC3)c3ccccc3c2=O)cc1OC	-7%	12%	-16%	4%	-2%	0%	5%	-28%	-2%	-3%	2%
C=CCc1cccc([C@@H]2[C@@H](C)CC[C@H]3C(=O)N4[C@@H](c5cc(OC)c(OC)c(OC)c5)c5[nH]c6ccccc6c5C[C@H]4C(=O)N23)c1	-13%	22%	0%	37%	-16%	-7%	·	·	-1%	2%	-3%
COc1ccc(CN(C(=O)c2ccc(-c3ccccc3)[nH]2)C(C(=O)NCC2CCCO2)c2ccc(C)o2)cc1 (configuration not stated)	-6%	-9%	-9%	25%	-1%	0%	4%	-82%	0%	-2%	-4%

# (further entries)
compound	NPC1 prom act	CXXC DNA block	ELG1 genotox	RORg inh	VP16 counter	MBNL1 CUG block	uPA surface inh	BRCA1 expr act	Rab9 promoter act	FLuc counter	p53 reactivator
CCOC(=O)c1ccc(N2CCOCC2)c(NC(=O)c2ccc3c(c2)OCO3)c1	1%	9%	1%	1%	-10%	-6%	3%	-3%	9%	0%	-2%
COc1ccc2c(c1)C(C1C(=O)CCCC1=O)c1ccccc1O2 (configuration not stated)	2%	-2%	3%	?	10%	-4%	1%	5%	2%	0%	5%
CC1CCCN(c2ccc3nncn3n2)C1 (configuration not stated)	3%	1%	2%	9%	-17%	-3%	2%	-4%	-2%	1%	-6%
COCCn1c(SCc2ccc(OC)c(F)c2)nnc1-c1ccncc1	-1%	2%	0%	3%	-11%	3%	0%	-1%	3%	-2%	-2%
CCn1c(CSc2nc3ccccc3s2)nnc1SCC(=O)c1ccc2c(c1)OCCO2	2%	4%	-1%	?	?	2%	3%	-35%	9%	?	7%
COC(=O)C1=C(C)Nc2nc3ccccc3n2C1c1ccccc1F (configuration not stated)	-15%	-6%	0%	?	-20%	5%	-5%	-16%	-3%	-3%	-4%
CCC(C)c1ccc(NC(=S)NN2CCOCC2)cc1 (configuration not stated)	?	-5%	?	2.2µM*	4.5µM*	-11%	3%	73%	?	?	?
Cc1cc2ncn(/N=C/c3ccc(-c4ccccc4)o3)c2cc1C	-2%	7%	-4%	11µM*	20µM*	0%	-3%	-4%	8%	24µM*	-8%
COc1cc(C(C)=O)ccc1OCC(O)CNCC(O)c1ccccc1 (configuration not stated)	0%	13%	0%	-12%	0%	-16%	9%	1%	2%	1%	0%
COc1ccc(CCn2c(C)cc(C(=O)CSc3nc(N)cc(=O)[nH]3)c2C)cc1	-15%	18%	-15%	25%	?	8%	-13%	-73%	-21%	0%	-5%
Cc1ccc(Cl)cc1N1CCN(C(=O)c2ccc(CN3CCOCC3)cc2)CC1	-6%	0%	-10%	-12%	-12%	-5%	-8%	-29%	-11%	-2%[2.3 µM]	-9%
CC1CCCN(C(=O)COC(=O)CNC(=O)c2ccc(Br)cc2)C1 (configuration not stated)	0%	·	6%	·	·	·	0%	-18%	-2%	2%	8%

# A few values from above.
# Cn1ncc(C#N)c1NC(=O)C1CC(c2ccc(Cl)cc2)=NO1 (configuration not stated) in FLuc counter has 3%
# Cc1cccc(N2CCN(C(=O)c3ccc(NS(=O)(=O)c4ccc5[nH]c(=O)[nH]c5c4)cc3)CC2)c1C in BRCA1 expr act has -29%

# Screening data deposited in PubChem BioAssay by National Center for Advancing Translational Sciences (NCATS).
